Granule exo inh – blocks lytic granule exocytosis; inhibition, % at 10 µM; TALL-104 LAMP-1 surface exposure, flow cytometry; cells stimulated with thapsigargin and PMA; AID 651702; actives 0.66% (n = 360,000);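 active = inhibition above about 55%, limit read from the data; inconclusive = no clear call, values can overlap the other calls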
ABHD5 PLIN5 PPI – ABHD5-PLIN5 protein interaction inhibition. Q00G26+Q8WTS1. Split G. princeps luciferase complementation, luminescence, 4 h. inhibition, % at 4 µM. actives 0.78% (n = 360,000). AID 602281;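 active = inhibition above the mean inhibition across every tested compound plus 3 SD, cut at about 22% in these data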;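 also: 0% = DMSO only wells and the 100% control is not disclosed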
ABCB6 inh 2 – inhibitors of human ABC transporter ABCB6. actives 0.19% (n = 360,000). fluorescence ratio to DMSO, % at 10 µM. K562-ABCB6 porphyrin accumulation, flow cytometry, 1 h; hits give low values;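 active = fluorescence ratio to DMSO below 75%, the collection mean minus 3 SD; inconclusive = too few cells collected in the well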;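 also: signal is porphyrin accumulated inside mitochondria; 100% equals median channel fluorescence of DMSO control wells; lower ratio means ABCB6 inhibition with less porphyrin fluorescence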
aDG glyco act – alpha-DG glycosylation activation; Pro5-aDG cells, alpha-DG glycosylation AlphaScreen (IIH6); 0% Pro5, 100% B10-LARGE cell signal; activation, % at 10 µM; actives 0.22% (n = 360,000); AID 624168;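 active = activation of at least 8% versus controls, or a plate z-score of at least 8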;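 also: Pro5 are CHO cells carrying HIG-tagged alpha-DG that lacks glycosylation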
Glyco luc inh – blocks N-linked glycosylation in D54 reporter cells; actives 0.23% (n = 360,000); D54 ERlucT glycosylation luciferase reporter, 24 h; percent of 100 nM tunicamycin response; reporter increase, % at 12.5 µM; AID 588692;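 active = mean luciferase reporter signal, scaled so untreated is 0 and the glycosylation-blocking control 100, at or above a set limit in every replicate; inconclusive = mean reaches the limit but not every replicate does; inactive = mean below the limit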;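 also: luciferase carries N-glycosylation sites so blocking glycosylation raises the light; 0% = median of neutral control wells and 100% = median of 100 nM tunicamycin wells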
m5-HT2A agonist – mouse HTR2A agonism via beta-arrestin recruitment; CHO-K1 mHTR2A beta-arrestin complementation, luminescence; percent of 30 µM serotonin response; actives 0.66% (n = 360,000); activation, % at 7.6 µM; AID 624169;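 active = activation above a run cutoff, the mean activation of all tested compounds plus 3 SD, cut at about 14% in these data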;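 also: 0% = plate median of compound wells and 100% = 30 µM serotonin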
Target sequence (P35363 whole entry, looked up): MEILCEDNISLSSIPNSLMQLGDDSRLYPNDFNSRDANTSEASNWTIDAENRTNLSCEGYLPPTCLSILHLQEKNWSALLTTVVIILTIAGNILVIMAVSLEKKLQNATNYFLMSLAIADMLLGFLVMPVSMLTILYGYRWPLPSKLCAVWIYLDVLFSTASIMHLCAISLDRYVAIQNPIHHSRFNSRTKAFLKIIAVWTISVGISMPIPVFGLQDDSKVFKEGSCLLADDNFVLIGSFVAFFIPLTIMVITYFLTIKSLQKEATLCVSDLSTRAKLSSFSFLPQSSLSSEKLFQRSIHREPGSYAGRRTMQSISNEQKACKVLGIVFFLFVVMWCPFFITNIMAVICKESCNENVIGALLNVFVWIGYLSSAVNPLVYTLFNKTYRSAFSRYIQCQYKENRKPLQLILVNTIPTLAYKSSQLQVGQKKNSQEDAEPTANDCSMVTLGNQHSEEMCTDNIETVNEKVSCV
H9c2 protect – protects H9c2 cardiomyocytes from peroxide injury; H2O2 injury protection, ATPLite, 2 h; protection from H2O2 cell death, % at 20 µM; actives 0.63% (n = 360,000);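 active = compounds giving at least 50% protection of heart cells from peroxide-induced death in the single-dose screen, raw or plate-pattern-corrected value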;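 also: 0% = DMSO wells with peroxide and 100% = DMSO wells without peroxide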
MC4R ag barr – agonists of human melanocortin 4 receptor (MC4R) beta-arrestin; AID 540308; U2OS MC4R beta-arrestin complementation, luminescence; percent of melanotan II response, DMSO zero; actives 0.98% (n = 360,000); activation, % at 8.9 µM; P32245;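 active = activation above a per-plate cutoff, the mean activation of sample wells on that plate plus 3 SD, cut at about 8% in these data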
Target sequence (P32245 whole entry, looked up): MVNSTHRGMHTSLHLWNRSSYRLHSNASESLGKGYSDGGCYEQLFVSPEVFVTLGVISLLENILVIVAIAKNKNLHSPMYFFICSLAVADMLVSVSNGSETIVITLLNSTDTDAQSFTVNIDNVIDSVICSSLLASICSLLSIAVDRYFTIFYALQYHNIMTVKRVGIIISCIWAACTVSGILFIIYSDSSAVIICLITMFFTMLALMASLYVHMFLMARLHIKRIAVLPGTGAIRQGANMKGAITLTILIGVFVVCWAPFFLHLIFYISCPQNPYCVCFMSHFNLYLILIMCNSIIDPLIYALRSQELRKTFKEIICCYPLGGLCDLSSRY
MC4R antag cAMP – blocks human MC4R cAMP signaling. inhibition, % at 6.5 µM. P32245. AID 540295. actives 0.48% (n = 360,000). MC4R-expressing cells, MTII-stimulated cAMP, LANCE TR-FRET;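 active = inhibition above its plate's cutoff, the mean of tested wells on that plate plus 3 SD, cut at about 29% in these data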;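 also: 0% = Melanotan II alone and 100% = Melanotan II plus saturating MCL0020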
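System: U2OS cells stably expressing human melanocortin 4 receptor (MC4R). Reagent: Melanotan II challenge after compound preincubation. Doses: 6.5 µM. Times: 30-min compound, 1-h challenge, 1-h detection, room temperature. Measured by: TR-FRET with Eu-cAMP and labeled anti-cAMP, 671 nm. Replicates: singlicate.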
hiPSC survival – increases survival of single human iPS cells. hiPSC single-cell survival, ATPlite luminescence; 100% = ROCK inhibitor wells, 0% = DMSO. survival enhancement, % at 20 µM. actives 0.044% (n = 360,000); in the data active = survival enhancement above about 18%;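 also: cells exposed to compounds for 16 hours before the ATP read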
Starred values were filed as active, the others as inactive; ? = inconclusive. Outcome played no part in choosing rows; any-hit rate near 4.5%.

SMILES	Granule exo inh	ABHD5 PLIN5 PPI	ABCB6 inh 2	aDG glyco act	Glyco luc inh	m5-HT2A agonist	H9c2 protect	MC4R ag barr	MC4R antag cAMP	hiPSC survival
C/C(CC(=O)Nc1ccc2c(c1)OCO2)=N\NC(=O)OC(C)(C)C	0	0	103	0.5	-1	1	-4	-1.6	2	-1.4
C=CCc1cccc2cc(C(=O)Nc3ccc(S(=O)(=O)Nc4nnc(CC)s4)cc3)c(=O)oc12	-1	3	90	0.0	2	0	-10	0.9	0	-0.9
COc1ccc(NC(=O)CSc2nnc(-c3ccccn3)n2N)cc1	-2	-1	98	-0.1	0	2	3	-1.8	3	-0.2
COc1ccc(Cl)c(NC(=O)Nc2c(C)n(-c3ccccc3)c(=O)n2C)c1	-7	3	107	0.2	0	3	-9	-0.5	-2	3.2
O=C(NCCN1CCN(C(=O)c2cccs2)CC1)c1cccs1	0	-1	100	0.0	0	-8	4	-0.8	-4	4.7
CCCn1c(CCC(=O)O)ccc1-c1ccccc1	-3	-2	102	1.0	2	-1	8	-2.1	-4	-0.4
O=C(N/N=C/c1cc(Cl)cc([N+](=O)[O-])c1O)NC12CC3CC(CC(C3)C1)C2	3	-3	97	0.1	-4	-1	-9	2.2	8	5.8
C/C(=N\NC(=O)c1ccccc1)c1ccc2c(c1)OCO2	-1	2	100	0.0	2	-3	2	0.4	-2	0.2
CC1=NN(C(=O)COc2ccccc2C)C(O)(c2ccc(Cl)cc2)C1 (stereo not drawn)	-2	-2	100	0.1	0	10	2	-1.2	10	-1.4
Cc1[nH][nH]c(=O)c1C(c1ccc([N+](=O)[O-])cc1)c1c(C)[nH][nH]c1=O	-5	7	98	1.3	0	3	-1	0.6	-3	-0.1
CCCCOc1ccc(C(=O)NCC(=O)N(C)CC(=O)Nc2ccc(N3CCOCC3)cc2)cc1	-4	4	92	0.4	-2	14	-12	1.0	-2	-0.2
CC1CC(C)(C)NC2(CCCC2)N1 (stereo not drawn)	-3	-4	100	0.7	1	9	-1	0.2	8	3.2
COc1ccc(CC(NC(C)=O)C(=O)NC2CCN(C(=O)C3CCCCC3)CC2)c(OC)c1 (stereo not drawn)	-4	-13	98	-0.1	-1	5	1	-1.5	2	-0.6
COC(=O)c1ccc2[nH]c(C(C)(C)O)c(C)c2c1	-18	6	97	-0.2	1	6	-8	-1.2	-5	1.4
CSc1cc(-c2ccccc2)n(Cc2ccc(Cl)cc2Cl)c(=O)c1C#N	2	-1	87	0.2	2	-3	-11	-0.1	5	-4.2
CC1(C(=O)Nc2ccc3c(c2)OCO3)Cc2c(-c3ccc4c(c3)OCO4)ccnc2O1 (stereo not drawn)	5	2	102	-0.1	?	-8	0	-0.2	-11	-1.1
COc1ccccc1C1CCN(Cc2ccccc2Cl)CC1	-9	-1	95	0.1	-1	-10	-7	-1.1	-7	-0.7
O=C(CN1CCN(C(=O)c2cncn2-c2ccc(F)cc2)CC1)Nc1ccccc1C(F)(F)F	-1	6	101	0.2	2	-4	3	0.2	6	-0.1
Fc1ccc(-c2csc(-c3ccccn3)n2)cc1F	-1	1	99	0.1	-3	-1	-12	-0.2	12	-0.2
O=C(CSc1nc(-c2ccccc2)cs1)NCCN1C(=O)CSC1=O	0	-1	99	-0.1	2	1	-9	-0.4	0	0.4
CN(c1ccc(OCC(=O)NC2=NCCS2)cc1)S(=O)(=O)c1ccc(F)cc1	1	-1	94	-0.1	0	-7	3	-1.8	11	0.1
O=S(=O)(c1ccc(F)cc1)N1CCN(Cc2cc3c(cc2Br)OCCO3)CC1	4	-13	97	0.0	-4	4	-7	3.8	5	0.3
O=C(CSc1ncccn1)Nc1cc(Cl)ccc1[N+](=O)[O-]	2	-1	102	-0.4	2	7	6	-0.8	16	-0.1
COC(=O)c1c(-c2ccc(OC)cc2)oc2ccc(-c3cc(OC)c(OC)c(OC)c3)cc12	-2	-8	95	-0.1	-8	4	-13	1.3	7	-2.4
CC1CCC(NC(=O)CN2CCN(S(=O)(=O)c3ccc(Br)s3)CC2)CC1 (stereo not drawn)	2	16	87	0.2	-3	3	-5	4.8	9	-0.7

(next part)
SMILES	Granule exo inh	ABHD5 PLIN5 PPI	ABCB6 inh 2	aDG glyco act	Glyco luc inh	m5-HT2A agonist	H9c2 protect	MC4R ag barr	MC4R antag cAMP	hiPSC survival
C=CCNC(=O)CSc1nc2cc(C(=O)OCC)ccc2n1CC	4	-3	105	0.3	0	-2	-5	-2.1	11	-1.9
COc1ccccc1CNc1nc(NCc2ccccc2)nc2ccsc12	25	18	101	1.3	0	-8	-18	-0.1	-17	-2.2
COC(=O)[C@@]1(C)[C@H]2C(=O)N(C)C(=O)[C@H]2[C@H]2CN(C)C(=NC3CCCCC3)N21	1	-9	104	-0.2	0	1	14	-1.5	2	4.7
CCCCCCCC(=O)OCC(O)CO (stereo not drawn)	-3	-3	98	0.0	2	2	-2	1.5	5	-1.7
Nc1c(C(=O)NC2CCCCC2)nsc1C(=O)OCC(=O)NC1CCCCC1	3	-2	93	0.2	0	-2	-7	-0.7	7	1.4
O=C(NCc1ccccn1)Nc1cccc(Cl)c1	1	-1	95	-0.1	-4	-1	-4	-1.2	-11	-2.0
O=C(Nc1cccc(C(F)(F)F)c1)C(SCCO)c1ccccc1 (stereo not drawn)	0	-5	99	-0.1	-1	-1	-10	1.4	-6	-1.0
O=C(C=C(C(=O)c1ccccc1)c1ccccc1)c1ccccc1	12	14	93	0.2	-3	-2	-6	-1.5	6	2.3
O=C(O)c1[nH]c2ccc(Cl)cc2c1CCN1C(=O)c2ccccc2C1=O	0	3	101	0.0	3	0	-6	-3.2	6	0.2
O=C(NC1CC1)C1=C[C@H](c2ccc3c(c2)OCO3)C[C@H](OCc2ccc(CO)cc2)O1	-1	1	98	0.0	2	0	6	0.4	9	1.4
Cc1ccc(C)c(NC(=O)c2nnn(Cc3ccccc3C)c2N)c1	0	-1	95	0.1	-3	-4	-9	-1.7	0	-0.9
COc1cnc(SCCC(F)=C(F)F)[nH]c1=O	-2	3	98	0.1	1	1	-2	0.3	11	-3.5
O=C(COc1cccc(F)c1)N1c2ccccc2Sc2ccccc21	7	3	96	-0.1	-3	3	1	-1.1	-5	0.5
COc1ccc2oc(=O)cc(CN3CCN(Cc4ccc(OC)c(OC)c4OC)CC3)c2c1	9	6	94	-0.1	0	-7	6	-1.9	2	-0.4
C=CCn1c(SCc2nc3cc(C(F)(F)F)ccc3c(=O)[nH]2)nc2sc(CC)cc2c1=O	1	-4	98	0.1	-5	0	-10	-1.4	14	-1.6
CN(C)c1ccc(/C=N/NC(=S)NCc2ccco2)cc1	-3	-7	96	0.0	-2	-2	1	-1.6	3	0.2
O=C(Nc1cccc(F)c1)Nc1ccc2c(c1)OCO2	-2	6	97	0.3	-4	4	-7	-3.1	-5	-0.5
C=CCn1c(SCc2nc3sc(C(=O)O)c(C)c3c(=O)[nH]2)nnc1-c1ccc(C(C)(C)C)cc1	-8	5	98	0.2	0	-5	-3	-0.4	3	-0.2
Cc1cccc(NC(=O)Nc2c(C)[nH]c(=O)[nH]c2=O)c1C	-3	-1	97	0.1	0	-4	2	-2.9	-6	0.0
O=C(Nc1ccc(Cl)cc1)Nc1ccc(Br)cn1	-12	-5	83	0.1	-1	-3	-4	-0.7	-1	0.7
N=C1C(c2ccccc2)=C(O)CN1c1cccc(S(N)(=O)=O)c1	-5	0	100	-0.4	1	2	-1	-3.3	6	0.0
O=C(Nc1ccccc1)c1cccc(N2C(=O)C3C4C=CC(C4)C3C2=O)c1 (stereo not drawn)	1	-4	100	0.2	0	-5	-3	-1.6	4	0.8
CCOc1cccc(CN2CCC(N3CCC(C(=O)NCC4CCCO4)CC3)CC2)c1 (stereo not drawn)	6	-2	101	0.0	-2	6	-1	-1.2	3	-0.6
CCOC(=O)N1CCN(S(=O)(=O)c2ccc(OCC)c(C)c2)CC1	0	7	93	0.6	4	3	-21	-0.5	2	6.1
O=C1NCCCCC1NS(=O)(=O)c1cccc(C(F)(F)F)c1 (stereo not drawn)	-4	-6	92	-0.1	-1	0	2	-0.9	1	2.9

Other results follow:
SMILES	Granule exo inh	ABHD5 PLIN5 PPI	ABCB6 inh 2	aDG glyco act	Glyco luc inh	m5-HT2A agonist	H9c2 protect	MC4R ag barr	MC4R antag cAMP	hiPSC survival
N#Cc1ccccc1S(=O)(=O)N1CCN(c2ccc(S(=O)(=O)N3CCOCC3)cn2)CC1	-1	6	90	-0.1	-6	4	-5	1.2	4	1.1
Cc1csc(NC(=O)c2ccc(N3CCCC3=O)cc2)n1	-1	3	86	-0.3	-19	6	-25	0.5	-1	-2.7
CCN(CC)S(=O)(=O)c1cccc(NC(=O)CN2C(=O)NC3(CCC(C)CC3)C2=O)c1 (stereo not drawn)	6	7	99	0.2	32*	2	-1	2.7	9	0.5
CC(OC(=O)C1=COCCO1)C(=O)Nc1ccc(Cl)cn1 (stereo not drawn)	6	10	103	0.0	1	0	-1	5.5	13	0.2
O=c1oc2ccccc2c2c1nnn2CCO	0	1	99	-0.2	0	9	-2	-0.9	6	2.4
Cc1ccc(C(=O)N/C(=C\c2ccc(F)cc2)C(=O)NCCN2CCOCC2)cc1	-2	2	102	0.0	-1	-4	5	-1.5	3	1.8
O=C(O)Cc1cc2c(s1)CCCCC2	0	2	96	1.0	0	8	6	-0.1	5	-1.2
O=C(O)CCCN=CC1=C(O)C(C(=O)c2ccccc2)CCC1=O (stereo not drawn)	0	1	92	-0.1	2	-2	6	-0.1	4	2.3
Nc1ccccc1-c1nnc(-c2ccccc2N)n1N	-2	2	100	-0.4	2	7	7	-3.8	7	-0.1
O=C(CNC(=O)N1CC(=O)Nc2ccccc21)NCCCc1ccccc1	0	-7	101	-0.1	27*	-2	0	1.3	9	-2.0
O=[N+]([O-])c1cc2c(cc1CN1CCN(c3ccccc3)CC1)OCO2	13	-1	100	-0.1	-1	0	4	0.5	-4	-0.5
O=C(/C=C/c1ccccc1Cl)NCc1ccco1	3	5	92	0.0	1	1	-4	-1.6	-2	-0.6
CC(C)(C)n1nnnc1C(c1cc2cc3c(cc2[nH]c1=O)OCCO3)N1CCSCC1 (stereo not drawn)	-1	1	99	-0.1	1	0	-2	-1.1	5	0.6
CCOC(=O)Cc1csc(NC(=O)CSc2nnc(-c3ccc(C)cc3)o2)n1	3	1	99	0.2	0	4	-11	1.9	2	-3.3
CCOc1cc(/C=N/NC(=O)CSc2nnc(C)s2)ccc1OCc1ccccc1Cl	2	3	96	0.2	-2	1	-5	11*	13	-1.2
O=C(c1ccc(F)cc1)c1cnc(Nc2ccccc2)s1	1	0	110	-0.5	-4	2	-15	1.3	7	-1.4

From PubChem
